MRP resist rev = reverses drug resistance mediated by MRP; 85,000 compounds, 0.04% hits; H69AR cells + 2 uM doxorubicin, CellTiter-Glo, 72 h; AID 602; differential viability (reversal), % at 10 µM;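 active = viability drop by adding the cancer drug above about 55%, with treated viability meeting a 40% cutoff, limit read from the data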;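 note: viability without doxorubicin minus viability with 2 µM doxorubicin for each compound; larger differential means the compound sensitizes cells more to doxorubicin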
Bcl-B TR3 displacers = displacers of TR3 peptide from Bcl-B, primary screen, selectivity assay for Bfl-1 inhibitor project, biochemical, fluorescence polarization. FP displacement of FITC-TR3 peptide from Bcl-B; higher % means a stronger effect. one-dose displacement, % at 20 µM; IC50 in µM for titrated hits. 96,000 compounds, 0.11% hits. AID 748;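 active = displacement above 50% at 20 µM plus a fluorescence interference ratio under 1.5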;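 note: plate controls were wells without compound for no effect and wells lacking Bcl-B protein for full effect; a part of the inactive calls stands beside numbers as strong as those of hits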
PLAP inhibition = PLAP enzyme inhibitors, biochemical, luminescence, HTS (AID 690) | one-dose inhibition, % at 20 µM; IC50 in µM for titrated hits | purified PLAP, luminescent substrate; higher % means a stronger effect | 96,000 compounds, 0.08% hits; in the data active = a potency from the dose series; inactive = the rest, 99 in 100 with inhibition below about 30%; note: strong numbers were not always called active
NFkB transloc pot = enhances IL-1B driven NFkB nuclear translocation. HUVEC IL-1B NFkB p65 nuclear translocation imaging. activation, % at 2 µM. 94,000 compounds, 0.3% hits;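 active = activation above 40%, about the mean plus 3 SD, also judged a hit on visual image review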;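 note: percent activation is computed from the nuclear over cytoplasmic p65 intensity ratio; values of inactives mirror those of a sister screen read the other way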
NFkB transloc inh = blocks IL-1B driven NFkB nuclear translocation in HUVEC cells | HUVEC IL-1B NFkB p65 nuclear translocation imaging | inhibition, % at 2 µM | 94,000 compounds, 0.43% hits;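 active = inhibition above about 30% together with a positive call from visual inspection of the well image, limit read from the data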;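 note: nuclear over cytoplasmic p65 intensity ratio measured by imaging; 0% = IL-1B stimulated DMSO wells and 100% = unstimulated DMSO wells; values of inactives mirror those of a sister screen read the other way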
MRP resist rev cytotoxicity = also measured in MRP resist rev; calls as there; viability, %; H69AR cells, CellTiter-Glo, 72 h; measured here: cytotoxicity without doxorubicin
MRP resist rev with doxorubicin = recorded beside MRP resist rev, whose call it bears; viability, %; measured here: viability with 2 uM doxorubicin; active compounds read low
NFkB transloc inh cell count 2 µM = second read-out of NFkB transloc inh, no call of its own (marks repeat the call); cell count; measured here: cells passing quality filter;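 raw number of nuclei counted in each imaged well without normalization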
NFkB transloc pot cell count 2 µM = second read-out of NFkB transloc pot, no call of its own (marks repeat the call); cell count; measured here: cells passing quality filter
An asterisk follows results filed as active; · = not tested or not shown. The list is partial, so the mix of outcomes need not match the whole.

cpd	Compound	MRP resist rev	NFkB transloc inh	NFkB transloc inh cell count 2 µM	NFkB transloc pot	MRP resist rev with doxorubicin	Bcl-B TR3 displacers	NFkB transloc pot cell count 2 µM	MRP resist rev cytotoxicity	PLAP inhibition
1	CCOc1ccc2[nH]c(C)c(CN3CCCCC3)c(=O)c2c1	9.9	-18.1	119	18.1	79.5	7.9%	119	89.4	10.5%
2	COc1ccccc1/C=C/CN1CCN(c2ccccc2)CC1	10.6	6.8	175	-6.8	101.2	-12.8%	175	111.9	-60.2%
3	Cc1ccc(SCC(=O)Nc2cccc(NC(=O)c3ccco3)c2)cc1	·	-4.8	116	4.8	·	4.3%	116	·	36.4%
4	Cc1cccc(C(=O)NC2CC3CCCC(C2)N3C(=O)NC2CCCCC2)c1 (configuration not stated)	·	6.8	162	-6.8	·	1.3%	162	·	11.9%
5	Cc1scc(C(=O)Nc2ccon2)c1-c1ccccc1	11.1	-2.2	96	2.2	89.4	-7.0%	96	100.5	6.3%
6	COC(=O)[C@H](C)NC(=O)Nc1cc(Cl)ccc1C	4.4	-11.3	161	11.3	90.2	14.6%	161	94.6	0.7%
7	Cc1ccc2c(NC(=O)C3CC3)cccc2n1	-4.0	17.2	69	-17.2	104.1	-0.7%	69	100.1	11.5%
8	CS(=O)(=O)N(CC(=O)NCc1ccc2c(c1)OCO2)Cc1ccccc1	6.2	-0.6	145	0.6	83.9	-5.7%	145	90.1	-2.9%
9	COc1cc(O)oc1C=Nc1ccc(C(F)(F)F)cc1	·	12.2	117	-12.2	·	1.6%	117	·	-25.2%
10	COc1ccc(OC)c(NC(=O)C(CC(C)C)NC(=O)C2CCCCC2)c1 (configuration not stated)	-2.1	·	·	·	60.8	-4.4%	·	58.7	-10.2%
11	COc1ccc2[nH]c(=O)c(CN(Cc3nnnn3Cc3ccco3)C3CCCCC3)cc2c1	0.9	-27.3	128	27.3	37.3	-5.3%	128	38.2	-57.6%
12	COc1ccc(NC(=O)CSC2=NC(=O)CC(C)=N2)cc1	20.9	-2.2	131	2.2	87.7	-2.3%	131	108.5	-10.1%
13	COc1ccc(CCNC(=O)CCNS(=O)(=O)c2cccc3nonc23)cc1OC	15.0	-2.2	167	2.2	80.1	0.2%	167	95.1	-17.3%
14	Cn1c(Cl)c(/C=N/OC(=O)c2cccc(Cl)c2)c2ccccc21	·	-23.1	105	23.1	·	-1.9%	105	·	6.0%
15	COC(=O)COc1ccc(S(=O)(=O)Nc2ccc3c(c2)OCO3)cc1	-17.8	-4.3	164	4.3	102.9	-0.8%	164	85.1	-1.9%
16	COc1ccc(-c2cc(C(F)F)n3ncc(C(=O)N4CCSCC4)c3n2)cc1	-7.3	-23.8	127	23.8	70.9	-4.7%	127	63.6	11.6%
17	CC(=O)C1=C(O)C=C(c2ccco2)CC1c1ccco1 (configuration not stated)	20.7	6.3	78	-6.3	83.2	2.0%	78	103.9	33.8%
18	Cc1onc(-c2ccccc2Cl)c1C(=O)NCc1ccco1	1.6	-2.3	96	2.3	87.8	16.7%	96	89.5	-41.6%
19	COc1cccc2c(=O)n(CC(=O)N3CCN(c4ccccc4)CC3)ccc12	7.1	-3.3	56	3.2	87.2	·	56	94.3	·
20	C=CCN1C(=O)C(CC(=O)NCC)SC1=Nc1ccc(S(N)(=O)=O)cc1 (configuration not stated)	·	2.8	110	-2.8	·	·	110	·	·
21	Cc1ccc(NC(=O)CSc2nc(=O)cc(N)n2-c2ccccc2)cc1	-2.7	-3.1	174	3.1	100.4	9.2%	174	97.8	-45.8%
22	COc1ccc(C2c3c(oc4ccccc4c3=O)C(=O)N2Cc2ccncc2)cc1OC (configuration not stated)	9.0	-15.1	194	15.1	83.7	·	194	92.7	·
23	COC(=O)Nc1cc(C(F)(F)F)ccc1N1CCN(c2ccccc2)CC1	-3.4	-0.1	97	0.1	80.5	-0.1%	97	77.0	-5.1%
24	C/C(=N/OC(=O)c1cccc(Cl)c1)c1nccs1	·	-10.0	118	10.0	·	-8.9%	118	·	10.4%

Looked up above:
Under NFkB transloc inh, C=CCN1C(=O)C(CC(=O)NCC)SC1=Nc1ccc(S(N)(=O)=O)cc1 (configuration not stated) shows 2.8
Under NFkB transloc inh cell count 2 µM, COc1cccc2c(=O)n(CC(=O)N3CCN(c4ccccc4)CC3)ccc12 shows 56
Under NFkB transloc inh, Cc1onc(-c2ccccc2Cl)c1C(=O)NCc1ccco1 shows -2.3
Under NFkB transloc inh, C/C(=N/OC(=O)c1cccc(Cl)c1)c1nccs1 shows -10.0

Going on with the list:
cpd	Compound	MRP resist rev	NFkB transloc inh	NFkB transloc inh cell count 2 µM	NFkB transloc pot	MRP resist rev with doxorubicin	Bcl-B TR3 displacers	NFkB transloc pot cell count 2 µM	MRP resist rev cytotoxicity	PLAP inhibition
25	Cc1nn(Cc2cccc(C(=O)NC(C)c3ccc(C(C)(C)C)cc3)c2)c(C)c1[N+](=O)[O-] (configuration not stated)	·	11.6	180	-11.6	·	-23.9%	180	·	-82.2%
26	CCOc1ccc2[nH]c(=O)c(C(c3nnnn3Cc3ccco3)N3CCCC(C)C3)cc2c1 (configuration not stated)	-4.7	1.2	99	-1.2	80.2	-74.8%	99	75.5	-71.1%
27	O=C(c1ccco1)N1CCN(C(=O)C2CC(c3ccc(Cl)c(Cl)c3)=NO2)CC1 (configuration not stated)	-21.4	7.6	98	-7.6	76.9	-11.8%	98	55.5	-62.8%
28	Cc1ccccc1C(=O)N1CCN(c2ccc(NC(=O)c3ccco3)cc2Cl)CC1	-0.7	-7.4	94	7.4	62.7	-2.3%	94	62.0	-57.5%
29	C=CCNC(=O)NC(=O)COC(=O)CCCSc1nc2ccccc2[nH]1	8.6	-20.2	89	20.2	91.1	2.8%	89	99.7	19.4%
30	COc1nc(-c2ccc(C)cc2)ccc1-c1noc(-c2cccnc2)n1	-9.8	·	·	·	73.9	-34.6%	·	64.2	-50.7%
31	CC(=O)Nc1ccc(Nc2ncnc3c2cnn3-c2ccc(C)cc2C)cc1	-12.0	2.5	50	-2.5	73.9	9.1%	50	61.9	-96.5%
32	C=CCn1c(NC)cc(=O)n(C)c1=O	-5.0	-7.3	181	7.3	82.4	-1.3%	181	77.5	-5.7%
33	COc1cccc(OC)c1C(=O)Nc1ccc(N2CCCCC2)cc1	15.0	-3.6	78	3.6	90.1	-5.6%	78	105.0	11.2%
34	O=S(=O)(c1ccc(Oc2ccc(S(=O)(=O)N3CCOCC3)cc2)cc1)N1CCOCC1	-1.7	·	·	·	92.6	-1.1%	·	90.9	5.4%
35	NC(=O)c1ccsc1NC(=O)CSc1nc2ccccc2c(=O)n1CCCO	3.9	-12.7	141	12.7	89.0	2.2%	141	92.9	-19.5%
36	CCC1Oc2ccc(C)cc2N(CC(=O)NCCC2=CCCCC2)C1=O (configuration not stated)	-18.5	·	·	·	68.4	-1.5%	·	49.9	-6.0%
37	Cc1nc(S(=O)(=O)N2CCOCC2)c(C#N)c(C)c1Cl	-15.2	10.5	89	-8.7	58.4	5.3%	89	43.2	0.8%
38	CCOC(=O)c1sc(=NC(=O)c2cc(OC)c(OC)c(OC)c2)n(C)c1C	0.5	1.6	81	-1.6	10.6	-9.3%	81	11.1	-20.5%
39	O=C(NCc1cccnc1)NC1CCCN1S(=O)(=O)c1ccc(Cl)cc1 (configuration not stated)	13.1	-31.6	147	31.6	81.2	1.3%	147	94.3	4.7%
40	CN(C(=O)N1CCN(c2ccccn2)CC1)c1ccccc1	4.2	6.9	137	-6.9	91.3	-7.7%	137	95.5	-8.5%

Sorted by the number under Bcl-B TR3 displacers (ascending): some entries from above.
nr | Structure | Bcl-B TR3 displacers
40 | CN(C(=O)N1CCN(c2ccccn2)CC1)c1ccccc1 | -7.7%
34 | O=S(=O)(c1ccc(Oc2ccc(S(=O)(=O)N3CCOCC3)cc2)cc1)N1CCOCC1 | -1.1%
35 | NC(=O)c1ccsc1NC(=O)CSc1nc2ccccc2c(=O)n1CCCO | 2.2%

Remaining list, next part.
cpd	Compound	MRP resist rev	NFkB transloc inh	NFkB transloc inh cell count 2 µM	NFkB transloc pot	MRP resist rev with doxorubicin	Bcl-B TR3 displacers	NFkB transloc pot cell count 2 µM	MRP resist rev cytotoxicity	PLAP inhibition
41	O=C(NCC1CCCO1)C(c1cccs1)N(C(=O)Cn1nnc(-c2cccs2)n1)C1CCCC1 (configuration not stated)	11.8	-8.8	110	8.8	64.2	·	110	75.9	·
42	CN1CCN(S(=O)(=O)c2ccc(NC(=O)c3ccc(Br)s3)cc2)CC1	-7.0	23.3	110	-23.3	105.5	-5.9%	110	98.5	5.6%
43	Cc1ccc(Nc2nc(C(=O)N3CCC(C(=O)N4CCN(C)CC4)CC3)cs2)cc1	8.3	8.2	82	-8.2	98.8	-6.4%	82	107.1	-58.3%
44	O=C1c2oc3ccc(Cl)cc3c(=O)c2C(c2cccnc2)N1Cc1ccco1 (configuration not stated)	3.5	·	·	·	76.5	0.3%	·	80.0	2.8%
45	C/C=C/Cn1c(Br)nc2c1c(=O)[nH]c(=O)n2C	5.4	-15.8	118	15.8	69.6	3.1%	118	75.1	31.0%
46	O=C(NN=C1CCCC1)C(=O)Nc1cccc(C(F)(F)F)c1	·	-8.4	52	8.4	·	-6.1%	52	·	-26.6%
47	COc1ccc(C)cc1-n1nnnc1SCC(=O)c1ccc2c(c1)OCCO2	16.0	-6.0	125	6.0	75.7	8.5%	125	91.7	-9.7%
48	CC(C)NC(=O)Cn1c(SCC(=O)N2CCCc3ccccc32)nc2ccccc21	-1.8	17.5	108	-17.5	86.5	6.4%	108	84.7	3.6%
49	Cc1nnc(N(Cc2ccco2)C(=O)c2cccc(C#N)c2)s1	-30.4	3.8	132	-3.8	99.1	2.5%	132	68.7	8.0%
50	COC(=O)c1ccc(OCc2nc(N)nc(N3CCOCC3)n2)cc1	14.2	·	·	·	80.8	0.8%	·	95.0	14.0%
51	CN1CCN(S(=O)(=O)c2ccc(-c3ccc(S(=O)(=O)N4CCN(C)CC4)cc3)cc2)CC1	8.1	·	·	·	92.0	5.9%	·	100.2	-23.5%
52	Cn1c(=O)cc(OCC(=O)NC2CCCCC2)c2ccccc21	-0.2	3.9	156	-3.9	75.2	-6.4%	156	75.0	-29.9%
53	Cc1n(CC(O)COC2CCCCC2)c2ccccc2[n+]1C (configuration not stated)	4.8	8.8	101	-8.8	92.2	·	101	97.0	·
54	Cc1cc(O)ccc1NC(=O)c1ccccc1	-27.4	0.1	221	-0.1	116.6	-2.7%	221	89.1	-4.2%
55	CCCCNS(=O)(=O)c1ccc(OC)c(Cl)c1Cl	9.2	1.3	139	-1.2	90.5	-1.5%	139	99.7	17.6%
56	Cc1cc(C)c(C#N)c(Sc2nnnn2-c2ccccc2)n1	6.1	-7.0	67	7.0	77.9	-1.2%	67	84.0	8.6%
57	Cc1cccc(N(C(=O)c2ccc(CN3CCOCC3)o2)C(C(=O)NC2CCCCC2)c2ccc(F)cc2)c1 (configuration not stated)	21.3	-11.2	136	11.2	81.3	·	136	102.6	·
58	CCOC(=O)C(C)n1cnc2c(nnn2-c2cccc(Cl)c2)c1=O (configuration not stated)	1.8	8.9	176	-8.9	99.9	1.4%	176	101.6	1.3%
59	CCCCn1c2c(c(=O)n(C)c1=O)C(CC(=O)OCC(=O)Nc1cccc(C(F)(F)F)c1)C(=O)N2 (configuration not stated)	13.5	8.7	173	-8.7	85.9	-2.2%	173	99.4	-49.4%
60	CCN(CCNC(=O)c1cccc(N2CCCC2=O)c1)c1ccccc1	6.4	-6.9	179	6.9	77.0	-8.7%	179	83.4	-42.0%

Screening data from PubChem BioAssay.
